From PubChem
Insulin prom inh = TRM-6 insulin promoter activity inhibition; AID 1273; actives 0.9% (n = 130,000); TRM-6 cells (human fetal islet line), insulin promoter-eGFP reporter, imaging; reporter expression induced with tamoxifen; inhibition, % at 2 µM;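 active = inhibition above the mean plus 3 SD, with well images judged a real hit on visual review, cut at about 60% in these data, passing the limit was not always enough; inconclusive = inhibition over the cutoff but images rejected on review; inactive = inhibition not above the cutoff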
SDO1 yeast rescue = compounds rescuing growth of sdo1-depleted yeast, bone marrow failure model; S. cerevisiae sdo1-depleted JHY4D growth rescue, OD600 30 h; hits give high values; pdr5 snq2 efflux-pump mutant strain; z-score at 10 µM; actives 0.21% (n = 140,000);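 active = z-score above 3 at both the 24 hr and the 30 hr optical density reads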;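 also: z-score against mean and SD of all compound wells on the same plate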
SDO1 yeast rescue Rescue 24 h = second read-out of SDO1 yeast rescue, no call of its own (marks repeat the call); z-score; S. cerevisiae sdo1-depleted JHY4D growth rescue, OD600; measured here: growth rescue at 24 h;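 0 is the plate mean of compound wells and units are plate SD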
Numbers without * were called inactive; ? = inconclusive; . = not tested or not shown; [ ] = remark or other dose. The order is random; any-hit rate near 0.99%.

Start of the data: the first six entries as a preview:
SMILES	Insulin prom inh	SDO1 yeast rescue	SDO1 yeast rescue Rescue 24 h
Cc1c(NC(=O)COC(=O)COc2ccc(Nc3ccccc3)cc2)c(=O)n(-c2ccccc2)n1C	-133	.	.
COc1cc2c(cc1OC)CN(C(=S)Nc1ccc(OC(F)F)cc1)CC2	64	.	.
Cc1nn(-c2ccccc2)c2nc(-c3ccco3)cc(C(=O)O)c12	.	0.78	0.88
O=C(c1cccs1)N1CCOCC1	.	1.8	1.8
CCOC(=O)Cn1nc(-c2ccccc2)nc1-c1ccccc1	.	-0.34	-0.09
COc1cc(/C=N/Nc2snc(SC)c2C#N)cc(OC)c1OC	43	-0.97	0.63

Main list, from the start:
SMILES	Insulin prom inh	SDO1 yeast rescue	SDO1 yeast rescue Rescue 24 h
Cc1c(NC(=O)COC(=O)COc2ccc(Nc3ccccc3)cc2)c(=O)n(-c2ccccc2)n1C	-133	.	.
COc1cc2c(cc1OC)CN(C(=S)Nc1ccc(OC(F)F)cc1)CC2	64	.	.
Cc1nn(-c2ccccc2)c2nc(-c3ccco3)cc(C(=O)O)c12	.	0.78	0.88
O=C(c1cccs1)N1CCOCC1	.	1.8	1.8
CCOC(=O)Cn1nc(-c2ccccc2)nc1-c1ccccc1	.	-0.34	-0.09
COc1cc(/C=N/Nc2snc(SC)c2C#N)cc(OC)c1OC	43	-0.97	0.63
CCCCCn1c(SCC(=O)OCC)nc2cc(C(=O)NCc3ccco3)ccc2c1=O	-29	-0.83	0.98
Cc1ccc2nc(Cl)c(/C=N/Nc3nc(C)cc(C)n3)c(=O)n2c1	-25	0.21	0.11
Cc1cccc(N2CCN(C3=NC(=O)C(=C4CCCCC4)S3)CC2)c1	.	-1.2	-1.2
Oc1ccccc1Oc1c(F)c(F)nc(N2CCCC2)c1F	0	-1.3	-0.58
COc1cc(CN2CCNC(=O)C2CC(=O)NCCC2=CCCCC2)cc(OC)c1 (stereo not drawn)	-21	.	.
CCOC(=O)CC(C)(C)/C(C)=N/Nc1ccc([N+](=O)[O-])cc1[N+](=O)[O-]	0	-0.16	1.2
O=C(Nc1ccc(N2CCOCC2)cc1)c1ccncc1	-37	0.13	-0.62
Fc1ccc(CNC(=S)NC2CCCC2)cc1	-18	0.43	-0.61
O=C(COc1ccc2ccccc2c1)Nc1ccc(Cc2ccncc2)cc1	-96	-1.1	0.4
CCN(CC)CCNC(=S)Nc1ccc(Cl)cc1	.	0.05	-0.51
Cc1sc2ncnc(SCC(=O)NCC(C)C)c2c1C	23	-0.97	-1.3
COC(=O)c1ccc(NC(=O)COC(=O)CSc2nc(C)cc(C)n2)cc1	.	0.39	0.32
COc1ccccc1C1=Nc2cccc3cccc(c23)N1	-7	0.77	-0.27
Cc1cccc2cc(CN(Cc3ccco3)C(=O)c3ccncc3)c(=O)[nH]c12	0	-0.34	-0.46
O=C(Cc1cccc2ccccc12)NN1C(=O)C2C(C1=O)C1C=CC2C12CC2 (stereo not drawn)	.	1.8	2.2
Cc1cc(OCn2ccc(C(=O)O)n2)ccc1Cl	9	0.86	0.81
CCCOc1ccc(CC(=O)NCC2(c3ccccc3)CCOCC2)cc1OC	-27	0.04	0.03
CC(C)(C)c1ccccc1OCCCCCNCCO	-69	0.32	0.08
CN(c1ccccc1)S(=O)(=O)c1cccc(NC(=O)Cn2cnc3c2c(=O)n(C)c(=O)n3C)c1	.	1.1	1.1

Four entries already listed, arranged by their value in SDO1 yeast rescue, descending.
Molecule	Insulin prom inh	SDO1 yeast rescue	SDO1 yeast rescue Rescue 24 h
Fc1ccc(CNC(=S)NC2CCCC2)cc1	-18	0.43	-0.61
CC(C)(C)c1ccccc1OCCCCCNCCO	-69	0.32	0.08
CCCOc1ccc(CC(=O)NCC2(c3ccccc3)CCOCC2)cc1OC	-27	0.04	0.03
CCOC(=O)CC(C)(C)/C(C)=N/Nc1ccc([N+](=O)[O-])cc1[N+](=O)[O-]	0	-0.16	1.2

Later entries.
SMILES	Insulin prom inh	SDO1 yeast rescue	SDO1 yeast rescue Rescue 24 h
CCN(C(=O)CSc1nnc(-c2ccccc2Cl)n1C1CCCC1)C1CCS(=O)(=O)C1 (stereo not drawn)	-58	0.29	0.43
Cc1cccc(C)c1OCC(O)CNC(C)C (stereo not drawn)	42	1.7	1.8
OCCN(Cc1ccccc1)CC1CCCCC1	?	-0.15	-0.4
O=C(COC(=O)COc1ccccc1[N+](=O)[O-])NC1CCCC1	.	0.73	0.66
CSc1nc2nc(-c3ccccc3)cc(C(F)(F)F)n2n1	35	0.18	0.05
Cc1cccc(C)c1NC(=O)c1ccc(-c2ccc(Cl)cc2Cl)o1	65	-1.1	-0.32
CCOc1cccc(-c2nnc3sc(-c4ccco4)nn23)c1	.	-1.9	-1.4
CNc1cc(CSC)nc(SCc2ccc(Cl)c(Cl)c2)n1	-30	-1.8	-1.5
O=C1C2N=NN(CC(=O)N3N=C(c4cccc5ccccc45)CC3c3ccccc3)C2C(=O)N1c1ccccc1 (stereo not drawn)	38	-0.98	-1.2
COCCCNC(=O)COc1ccc(Cl)c(C)c1	.	-0.07	-0.79
COc1ccc2c(c1)CCc1c(C(=O)Nc3c(C)n(C)n(-c4ccccc4)c3=O)noc1-2	.	-0.04	-0.1
Cc1ccc(-c2nc(N)n(C(=O)c3cccnc3)n2)cc1	-43	1.4	1.1
C=CCn1c(SCC(=O)Nc2ccc(C(=O)OCC)cc2)nnc1-c1sc(N)nc1C	38	2.3	1.5
O=C(c1ccccc1NS(=O)(=O)c1ccccc1[N+](=O)[O-])N1CCOCC1	.	0.8	-0.34
O=C(NCc1cccnc1)Nc1cccc(NC(=O)NCc2cccnc2)c1	.	0.16	-0.11
COC(=O)CSc1nc2sc3c(c2c(=O)n1C1CCCCC1)CCN(C)C3	-29	-0.62	0.19
N#Cc1nc(-c2ccccc2F)oc1NCCc1ccccn1	.	-0.03	-0.06
Cc1ccc(-n2c(C)cc(/C=C3\NC(=O)NC3=O)c2C)c(C)c1	39	-1.4	-0.92
Nc1cccc2c1C(=O)N(C(=O)c1cccc(S(=O)(=O)N3CCCCCC3)c1)C2=O	-61	2	2.1
COc1ccc(CNc2ccccc2SC)cc1OC	-16	-0.51	-0.55
CC(C)C[C@H](NS(=O)(=O)c1ccc(Br)cc1)C(=O)O	-34	0.93	0.38
CSc1nnnn1-c1ccc(C(=O)OCC(=O)N2CCOCC2)cc1	-21	0.21	0.11
O=C(CN1CCOCC1)N/N=C/c1cc2ccccc2nc1Cl	22	0.62	0.22
COC(=O)Cc1nnc(NC(=O)C(C)C)s1	19	0.87	1.5
CCOc1ccc(C(=O)COC(C)=O)cc1	43	0.16	-0.54

The results go on:
SMILES	Insulin prom inh	SDO1 yeast rescue	SDO1 yeast rescue Rescue 24 h
CCOC(=O)c1c(C)[nH]c(C(=O)COC(=O)CNC(=O)c2ccc(Br)cc2)c1C	32	-0.42	-1.1
CCC(=O)Nc1cc2c(cc1C(C)=O)OCCO2	29	0.37	-0.08
O=C(c1ccco1)N1CCN=C1SCc1cccnc1	.	-0.06	-0.53
Cc1cccc(NC(=S)N/N=C/c2ccc([N+](=O)[O-])s2)c1	-48	-2.2	-1.2
COc1ccc(-c2cn(-c3ccc(C)cc3)c(=O)n2CC(=O)Nc2cccc(F)c2)cc1	0	0.95	0.22
O=c1c2c(nc3nc(CCc4ccccc4)[nH]n13)CCC2	-19	-0.1	-0.37
COc1ccc(-c2cc(C(=O)OC(C)C(=O)Nc3c(C)n(C)n(-c4ccccc4)c3=O)c3ccccc3n2)cc1 (stereo not drawn)	.	-0.9	-1.3
CCc1noc2c1/C(=N\O)CC(c1ccccc1)C2 (stereo not drawn)	.	-1.4	-1.4
O=C(c1ccc(Cl)c([N+](=O)[O-])c1)N(Cc1ccccc1)C1CCS(=O)(=O)C1 (stereo not drawn)	-6	0.67	0.24
O=S(=O)(c1ccc(F)cc1)N1CCC(N2CCN(c3ccccc3)CC2)CC1	23	.	.
COc1cccc(-n2nnnc2SCC(=O)NCCc2ccccc2)c1	-58	-0.36	-0.66
O=C(CCCc1ccccc1)Nc1cccnc1Cl	18	.	.
c1ccc(CSCc2nc3ccccc3[nH]2)cc1	76*	0.35	0.21
O=C(O)c1ccc(COc2ccc3ccccc3c2/C=C2/NC(=O)N(Cc3ccc(F)cc3)C2=O)cc1	0	.	.
COc1cc(/C=N/O)cc(Br)c1OCc1ccc(Cl)cc1	-75	-1.6	-1.4
O=C(C1CCCCC1)N(CCN1CCCC1)c1nc2ccccc2s1	-167	0.81[13.7 µM]	0.58
CC(C)(O)C(=O)N=Nc1c(O)[nH]c2ccccc12	19	.	.
Fc1ccc(-c2cnn3c(-c4cccs4)ccnc23)cc1	-125	.	.
O=C(NC12CC3CC(CC(C3)C1)C2)C12CC3CC(C1)CC(n1cnc(Cl)n1)(C3)C2	.	-1.1	-0.38
CC(C)C(=O)Nc1ccccc1C(=O)OCC(=O)c1ccc2c(c1)OCCO2	.	0.62	0.91
O=C(c1cnn2c(C(F)(F)F)cc(-c3ccco3)nc12)N1CCCCCC1	14	-0.42	-0.61
CSc1ccccc1C(=O)NC1CCCC1	18	1.1	0.29
c1ccc(OCCSc2nnc3sc4ccccc4n23)cc1	.	-0.9	-0.57
CC(=O)c1ccc(NC(=S)N2CC(C)CC(C)C2)cc1 (stereo not drawn)	.	-0.29	-1.1
Cc1cc(SCC(=O)Nc2cccnc2Cl)nc2ccccc12	-60	.	.

(next part)
SMILES	Insulin prom inh	SDO1 yeast rescue	SDO1 yeast rescue Rescue 24 h
O=C1CSC(=NC(=O)c2ccccc2)N1	20	1.6	1.3
O=C(CSCc1ccc([N+](=O)[O-])cc1)NCCSCc1ccccc1	29	-0.93	-0.52
CC(=O)c1cccc(N(CC(=O)O)S(C)(=O)=O)c1	-24	0.4	0.77
CN(C)c1ccc(/C=N/OC(=O)Nc2ccccc2Cl)cc1	-25	.	.
FC(F)(F)c1cnc(-c2cnc(-c3ccccn3)nc2)c(Cl)c1	-46	.	.
Cc1cc(Nc2cc(C)on2)n2ncnc2n1	.	-0.18	-0.29
Cc1ccccc1N=C/C=C1/C=C(c2ccccc2)OC(C)(C)O1	25	0.42	0.57
CCCCCCn1cnc2c(c1=O)c1nc3ccccc3nc1n2/N=C/c1ccco1	.	-0.89	-0.84
O=C(CSc1nc2ccccc2c(=O)n1-c1cccc(C(F)(F)F)c1)NC1CC1	-3	-1.2	-1.3
CC1(C)CC(=O)C(C=Nc2cccc(/N=C/C3=C(O)CC(C)(C)CC3=O)n2)=C(O)C1	-10	0.16	0.44
CC(=O)c1cn(CC(=O)Nc2cccc(C)c2C)c2ccccc12	29	.	.
CCOC(=O)c1c(C2CC2)csc1NC(=O)COC(=O)CCS(=O)(=O)c1ccc(C)cc1	-27	0.71	1.1
CCCNC(=S)Nc1ccc2nc(-c3ccccn3)c(-c3ccccn3)nc2c1	-213	0.71	-0.16
CC1(C)CC(=O)C(C=NCCCO)=C(O)C1	-21	0.18	-0.76
NC(=O)Cc1ccc(C(=O)c2ccc(Cl)cc2Cl)s1	27	.	.
Cc1cccc(-c2nsc(SCC(=O)Nc3nccs3)n2)c1	-121	-0.69	-0.17
CCCCNC(=S)Nc1ccc2cn[nH]c2c1	.	0.56	-0.22
O=C(NC1CCCC1)C(c1cccs1)N(C(=O)c1ccno1)c1ccccc1 (stereo not drawn)	-35	-0.18	-0.34
Cc1[nH]c2ccccc2c1C(=O)C(=O)NCc1cccs1	-27	.	.
COc1cccc(C(C(=O)NC2CCCCC2)N(C(=O)c2cccs2)c2ccc3c(c2)OCO3)c1 (stereo not drawn)	.	-1.3	-0.74
N/C(=N\OC(=O)C(c1ccccc1)c1ccccc1)c1cccnc1	-35	-0.98	-0.34
Cc1ccc(N(C(C)C(=O)O)S(=O)(=O)c2cccnc2)cc1 (stereo not drawn)	.	1.5	0.94
Cc1noc(C)c1S(=O)(=O)N(C)Cc1ccccc1	33	.	.
CCn1cnc2scc(-c3ccccc3)c2c1=O	59	0.77	0.38
CCNCCC(=O)N1c2ccccc2Sc2ccc(NC(=O)OCC)cc21	-186	-0.51	-0.7

(continued)
SMILES	Insulin prom inh	SDO1 yeast rescue	SDO1 yeast rescue Rescue 24 h
Cn1nc(C(=O)OCC(=O)Nc2ccc3ccccc3c2)c2ccccc2c1=O	58	.	.
COc1ccc(/C(O)=C2/C(=O)C(=O)N(CC3CCCO3)C2c2cccc(O)c2)cc1 (stereo not drawn)	21	1	0.36
Cc1cccc2sc(NC(=O)C3c4ccccc4Oc4ccccc43)nc12	27	-1.1	-1.4
COc1ccc(C2CC(c3c(Cl)cccc3Cl)n3nc(N)nc3N2)cc1 (stereo not drawn)	.	-1.2	-0.84
N#Cc1c(NC(=O)CSc2ncc(-c3ccccc3)n2CC2CCCO2)sc2c1CCCC2 (stereo not drawn)	.	-0.86	-1.2
Cc1ccc(NC(=O)CCC(=O)N/N=C/c2ccco2)c(C)c1	-14	0.59	0.07
Cc1cc(Oc2ccc(Cl)cc2)nc(SCC(=O)c2ccccc2)n1	-12	-0.97	-1
CCOC(=O)C1CCN(C(=O)C2(NC(=O)Nc3ccccc3Cl)CCCCC2)CC1	-34	0.2	0.71
CCCN(Cc1ccc(N(C)C)cc1)CC1CC1	40	-0.07	-0.17
CCn1c(SCC(N)=O)nc2c(c1=O)C1(CCCC1)Cc1ccccc1-2	11	-1.9	-1.7
CN(C)S(=O)(=O)Oc1cc(Cl)ccc1C(=O)Nc1ccc(F)cc1F	7	.	.
CCCCOC(=O)CNc1n[nH]c(=S)[nH]c1=O	0	1	0.07
CCOC(=O)N1CCC(NC(=O)c2ccc(CNS(=O)(=O)c3ccc(F)cc3)cc2)CC1	-11	-1.1	-0.71
